MOR-DOR inv ag: inverse agonist of human OPRM1-OPRD1 heterodimerization. cell-based MOR-DOR heterodimer luminescence, inverse agonism. P35372+P41143. 0.21% of 340,000 active. AID 504357. inhibition, % at 9.3 µM; in the data active means inhibition above about 22%, passing the limit was not always enough;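 further: 0% = cells with DMSO and 100% = wells without cells with DMSO; values of inactives mirror those of a sister screen read the other way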
C-LANA FP: KSHV C-LANA DNA binding inhibition; inhibition, % at 9 µM; 0.078% of 340,000 active; MBP-C-LANA/FAM-LBS DNA binding, fluorescence polarization;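 active means highest replicate inhibition at or above 60% at 9 µM, even if other replicates fall short; inactive means all replicates below 60% inhibition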;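 further: 0% = neutral control wells and 100% = 4 µM acridine orange control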
HTR5A inv ag: inverse agonist of human HTR5A in OPRM1-OPRD1 counter-screen; HTR5A cell line, luminescence, inverse agonism; inhibition, % at 9.3 µM; 0.083% of 340,000 active; AID 504634; in the data active means inhibition mostly above about 23%, no sharp cut-off; inactive means mostly below about 18%;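 further: 0% = cells with DMSO and 100% = no-cell wells with DMSO; some compounds called inactive have numbers as strong as hits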
Target sequence (P47898 whole entry, looked up): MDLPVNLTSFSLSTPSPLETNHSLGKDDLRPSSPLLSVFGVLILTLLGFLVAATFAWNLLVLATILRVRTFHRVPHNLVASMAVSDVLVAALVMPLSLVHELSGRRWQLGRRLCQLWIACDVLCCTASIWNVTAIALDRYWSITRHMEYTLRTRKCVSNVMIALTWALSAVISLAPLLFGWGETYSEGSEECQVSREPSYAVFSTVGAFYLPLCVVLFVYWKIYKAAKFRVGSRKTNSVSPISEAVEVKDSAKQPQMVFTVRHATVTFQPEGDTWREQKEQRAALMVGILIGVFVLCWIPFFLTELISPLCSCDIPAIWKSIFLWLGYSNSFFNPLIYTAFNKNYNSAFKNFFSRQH
V-ATPase pHluor: yeast V-ATPase proton transport regulation by pHLuorin; S. cerevisiae, pHLuorin cytosolic pH fluorescence; 0.37% of 350,000 active; AID 504577; response, % at 10 µM; in the data active means response mostly above about 7.3%, no sharp cut-off; inactive means mostly below about 5.4%; further: actives read high; inactives centre near 0; some compounds called inactive have numbers as strong as hits; reference of the scale not given here
CAL PDZ FP: blocks peptide binding to the human CAL PDZ domain | inhibition, % at 24.9 µM | purified CAL PDZ, TMR-peptide fluorescence polarization, 1 h | 0.92% of 300,000 active | AID 602252 | Q9HD26;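 active means mean inhibition of at least 30% with at least half of replicates also reaching 30%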;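 further: 0% = DMSO neutral control and 100% = excess unlabeled competitor peptide PRC23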
cardiac RTF act: increases calcium sensitivity of human cardiac regulated thin filaments; 0.24% of 340,000 active; P19429+P45379; IANBD-labeled TnC RTF fluorescence at EC20 calcium; 0% EC20 calcium, 100% full calcium; activation, % at 7.2 µM;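 active means activation above the mean over all tested compounds plus 3 SD, cut at about 30% in these data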;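 further: rise in fluorescence read as greater calcium sensitivity of cardiac thin filaments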
HTR5A ag: counter-screen for OPRM1-OPRD1 agonists: human HTR5A agonism. 0.61% of 340,000 active. HTR5A agonist assay, luminescence, cell-based. AID 504692. activation, % at 9.3 µM. P47898; in the data active means activation mostly above about 9.5%, no sharp cut-off; inactive means mostly below about 7.6%;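 further: 0% = cells with vehicle only and 100% = reference agonist; strong numbers were not always called active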
Keap1 Nrf2 FP: inhibitors of human Keap1-Nrf2 protein-protein interaction. Q14145. 0.15% of 340,000 active. inhibition, % at 9.4 µM. Keap1 Kelch-Nrf2 peptide fluorescence polarization, 1536-well. AID 504523; in the data active means inhibition above about 12%;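 further: human Keap1 Kelch domain with fluorescein labeled Nrf2 9mer peptide probe; 0% = neutral control wells and 100% = peptide positive control; higher means more block of Keap1 binding to Nrf2 peptide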
Target sequence (Q14145 whole entry, looked up, the tested form may be a part): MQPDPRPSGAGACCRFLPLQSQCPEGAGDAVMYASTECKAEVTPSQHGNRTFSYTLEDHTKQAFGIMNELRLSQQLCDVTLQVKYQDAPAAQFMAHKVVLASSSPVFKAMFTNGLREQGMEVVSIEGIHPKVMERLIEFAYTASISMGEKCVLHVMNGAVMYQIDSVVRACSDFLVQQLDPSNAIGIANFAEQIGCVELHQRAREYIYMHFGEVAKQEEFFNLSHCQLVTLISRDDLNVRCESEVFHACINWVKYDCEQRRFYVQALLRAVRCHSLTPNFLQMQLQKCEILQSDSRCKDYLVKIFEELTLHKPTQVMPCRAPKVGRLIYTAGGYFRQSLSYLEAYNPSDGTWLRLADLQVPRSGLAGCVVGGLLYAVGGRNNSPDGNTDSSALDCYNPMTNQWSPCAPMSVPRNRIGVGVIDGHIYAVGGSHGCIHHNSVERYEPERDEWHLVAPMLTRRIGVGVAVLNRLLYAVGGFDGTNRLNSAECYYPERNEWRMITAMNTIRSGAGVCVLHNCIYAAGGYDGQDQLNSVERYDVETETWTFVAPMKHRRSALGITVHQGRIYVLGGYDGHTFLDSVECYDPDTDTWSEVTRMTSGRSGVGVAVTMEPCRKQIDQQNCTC
OPRM1-OPRD1 ag: agonists of human mu-delta opioid receptor heterodimerization. cells, OPRM1-OPRD1 heterodimerization, luminescence. activation, % at 9.3 µM. 0.3% of 340,000 active; in the data active means activation above about 18%;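 further: 0% = vehicle-treated cells and 100% = reference agonist; values of inactives mirror those of a sister screen read the other way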
RTF Ca sens inh: cardiac RTF calcium desensitization. IANBD-labeled cardiac RTF, Ca2+ fluorescence. inhibition, % at 7.15 µM. 0.12% of 340,000 active. AID 493244;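 active means inhibition above the mean inhibition of all tested compounds plus 3 SD, cut at about 17% in these data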;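 further: assay run at fixed EC70 calcium of 1.6 mM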
* marks the source's active call; other numbers are inactive results; x = not tested or not shown.

Value order – HTR5A inv ag | Keap1 Nrf2 FP | cardiac RTF act | CAL PDZ FP | C-LANA FP | OPRM1-OPRD1 ag | V-ATPase pHluor | MOR-DOR inv ag | HTR5A ag | RTF Ca sens inh
> COc1ccccc1N1CCN(C(=O)C2CC(=O)N(c3ccccc3)C2)CC1 (configuration not stated)
→ -11 | 2 | 0 | -1 | 0.6 | -0.5 | 4 | 3 | 4 | -10
> Cc1ccc(C)c(NC(=O)C(OC(=O)c2ccc(CO)cc2)c2ccccc2)c1 (configuration not stated)
→ -8 | 0 | -3 | -1 | 0.1 | -1.0 | 2 | 7 | 3 | -27
> O=C(C1=C(O)C(=O)N(c2ncccn2)C1c1ccc(Cl)c(Cl)c1)c1ccco1 (configuration not stated)
→ -11 | -10 | 4 | -3 | 0.0 | -1.3 | -2 | 8 | 4 | -15
> CC(C)c1ccc(N(CC(=O)NCCc2ccccc2)C(=O)c2csnn2)cc1
→ -19 | -1 | -4 | -5 | 0.0 | 0.5 | -1 | -4 | 7 | -8
> Cc1cc(C(=O)Cn2nnc(-c3ccc(Cl)cc3)n2)c(C)n1-c1ccccc1
→ 12 | -1 | 1 | -3 | 0.5 | -1.8 | 2 | 9 | 6 | -8
> Cc1cc(C)n(-c2nc3ccccc3nc2Nc2ccc3[nH]c(=O)[nH]c3c2)n1
→ 10 | -1 | 25 | 0 | 2.6 | 0.8 | 3 | -5 | -4 | -17
> Cc1ccc(S(=O)(=O)N2CCN(C(=O)COC(=O)c3cnc(C)cn3)CC2)c(C)c1
→ 7 | 2 | -2 | 1 | 0.5 | -0.8 | -1 | 5 | -3 | -1
> Cc1nc2ccc(C(=O)O)cc2c2c1CC(C)S2 (configuration not stated)
→ 11 | -18 | -1 | x | 5.5 | -3.0 | -8 | 12 | 1 | 2
> COc1ccc(-c2nnn(CC(=O)NC3CCCc4ccccc43)n2)cc1OC (configuration not stated)
→ 3 | -7 | 4 | 3 | -2.7 | -0.8 | 1 | 4 | 3 | 2
> COc1ccc(-n2nnnc2SCC(=O)NCCc2ccccc2)cc1OC
→ 8 | -3 | 3 | x | -0.2 | -1.1 | 4 | 6 | -3 | -5
> Nc1cc(OC(=O)c2cccs2)nn1S(=O)(=O)c1ccc(F)cc1
→ -1 | -11 | 1 | -1 | -0.3 | -0.2 | 1 | 1 | 0 | -11
> CCOc1ccc(NC(=O)CCc2c(C)nn(-c3ccc(N4CCCCC4)nn3)c2C)cc1
→ 18 | -1 | 7 | -5 | 2.9 | -2.9 | -1 | 15 | -2 | 2
> Cc1[nH]n(-c2ccc([N+](=O)[O-])cc2)c(=O)c1C=NCCN1CCN(C(=O)c2ccc(Br)cc2)CC1
→ -21 | 1 | 0 | -2 | 0.7 | -2.3 | -6 | 12 | 9 | -7
> Cc1ccc(NC(=O)CSc2nc3ccccc3c3nc4ccccc4n23)cc1
→ -2 | -1 | 2 | x | -0.4 | -1.8 | 3 | 10 | 1 | -9
> C#CCOCCOCCOCCNc1nc(N2CCN(C(=O)CCCCCCCCCCNC(=O)[C@@H](CCSC)n3cc(CCO)nn3)CC2)nc(N2CCN(C(=O)CCCCCCCCCCNC(=O)[C@@H]([C@H](C)O)n3cc(C)nn3)CC2)n1
→ 20 | 2 | 1 | -2 | 1.0 | -3.7 | 3 | 20 | -8 | 6
> CCN1CCc2nc(N)oc2CC1
→ -3 | -4 | 3 | -1 | 0.3 | -2.0 | 0 | 11 | -1 | 3
> COc1ccccc1OCCC(=O)OCC(=O)NCc1ccccc1
→ 11 | -2 | 0 | x | -1.8 | -3.6 | -2 | 19 | -4 | -7
> O=C(OCc1ccccc1)c1cc(S(=O)(=O)N2CCCCC2)ccc1N1CCOCC1
→ 3 | -3 | -6 | -5 | 0.9 | -0.6 | -2 | 4 | -1 | -14
> Brc1ccc(CSc2nnc3ccccn23)cc1
→ 16 | -4 | -2 | -2 | 0.4 | 0.2 | 2 | -1 | -6 | -3
> COc1cc(/C=N/NC(=O)CNC(=O)c2ccccc2)ccc1OC(=O)c1cccs1
→ -25 | 6 | 4 | 0 | 2.9 | -2.4 | -2 | 15 | -1 | -8
> CC(C)[C@H](NC(=O)N1c2ccccc2NC(=O)[C@@H]1C(C)C)C(=O)N[C@@H](Cc1c[nH]c2ccccc12)C(=O)O
→ -7 | -6 | 8 | 0 | -0.3 | -1.6 | -1 | 8 | 0 | -2
> CCCCCC(=O)N[C@@H](c1ccccc1)[C@@H](O)C(=O)O[C@H]1C[C@@]2(O)[C@@H](OC(=O)c3ccccc3)C3[C@](C)(C(=O)[C@H](OC(C)=O)C(=C1C)C2(C)C)[C@@H](O)C[C@H]1OC[C@@]31OC(C)=O (some centres not stated)
→ -8 | -6 | -2 | -2 | -0.9 | -2.8 | -2 | 15 | -1 | -1
> CCOC(=O)N1CCN(CC(O)COc2ccc(C)cc2C(C)(C)C)CC1 (configuration not stated)
→ -23 | 2 | 2 | -1 | -1.2 | 5.7 | -6 | -30 | 1 | -12
> CN(c1ccccc1)S(=O)(=O)c1ccc(Cl)c(C(=O)Nc2nn[nH]n2)c1
→ -14 | -4 | 8 | x | 0.0 | -0.1 | 0 | 0 | 2 | -2
> Cc1onc(-c2ccccc2Cl)c1C(=O)OCC(=O)N1CCCc2ccccc21
→ 18 | -1 | -3 | -3 | -0.8 | -1.5 | -3 | 9 | -2 | -8
> COc1ccc(CCNC(=O)COC(=O)c2cc(OC)c(OC)cc2OC)cc1OC
→ 0 | -5 | -4 | -1 | -0.1 | 0.1 | 2 | -1 | 0 | 4
> CC(=O)N1c2ccccc2Sc2ccccc21
→ 3 | -4 | -4 | -6 | 0.1 | -2.2 | -2 | 11 | -1 | -3
> CCCCNC(=O)Cn1c(=O)c2c(ncn2CCC(C)C)n(Cc2ccccc2)c1=O
→ -3 | -1 | 3 | -3 | 1.7 | 0.6 | -1 | -5 | -3 | -16
> CC1Cc2ccccc2N1C(=O)c1ccnc(C(C)(C)C)c1 (configuration not stated)
→ -19 | 2 | -6 | x | -1.5 | 3.1 | -11 | -17 | -2 | -5
> Nc1nc(SCC(=O)NCCOCCO)nc2sc3c(c12)CCCC3
→ 2 | -3 | 2 | -1 | -0.8 | -3.0 | 1 | 15 | -2 | -2
> CC1(C)Cc2nc(NC3CCCCC3)c(C#N)cc2CO1
→ 6 | -5 | -4 | -6 | 0.7 | 8.8 | -1 | -46 | 0 | 2
> CN(C)c1cccc(C(=O)OCC(=O)NC(=O)NCc2ccccc2)c1
→ 9 | -4 | 3 | x | -1.5 | 3.4 | 0 | -18 | -3 | -1
> O=C(NC(=S)NCc1cccnc1)c1cc(Br)ccc1Cl
→ -23 | 0 | -1 | 5 | 0.0 | -3.0 | -1 | 15 | 10 | 2
> CSc1nnc(C2CCN(CC(=O)Nc3ccccc3N3CCOCC3)CC2)n1C
→ 8 | 3 | -1 | -3 | -0.6 | 0.2 | 0 | -2 | -3 | 4
> COc1cc(C)ccc1Oc1ccc([N+](=O)[O-])cc1
→ 5 | -3 | 6 | 23 | -0.2 | 4.7 | 3 | -23 | -1 | -5
> CC(NC(=O)c1cnc2ccccc2n1)c1ccccc1 (configuration not stated)
→ -5 | 2 | 2 | x | 1.7 | -0.2 | -3 | 1 | 2 | 0
> COc1ccc(S(=O)(=O)n2nc(OCc3cccs3)cc2N)cc1
→ -48 | -1 | -3 | 0 | -1.1 | -1.6 | -6 | 10 | 16 | 9
> Cc1ccc(NC(=O)COC(=O)CC2CC3CCC2C3)cc1S(=O)(=O)N1CCOCC1 (configuration not stated)
→ 9 | -4 | 0 | -10 | 5.3 | 4.1 | -2 | -21 | -2 | 0
> CN(C)S(=O)(=O)N1CCN(C(=O)c2cccc(Br)c2)CC1
→ -13 | 1 | -1 | -3 | -1.6 | -1.2 | 0 | 7 | 8 | -7
> NS(=O)(=O)c1ccc(NC(=O)COC(=O)/C(=C/c2cccs2)c2cccs2)cc1
→ 8 | -7 | 8 | -2 | 0.5 | 0.0 | 3 | 0 | -3 | 3
> CN(C(=O)c1cccc(NC(=O)Cc2cccc(NC(=O)C3CCN(C(=O)C4CC4)CC3)c2)c1)C1CCC1
→ 5 | -1 | -6 | -7 | 0.2 | -1.7 | 3 | 8 | -2 | -2
> CCN(CC)C(=O)/C(=C\c1ccc2c(c1)OCO2)NC(=O)c1ccc(Br)cc1
→ 3 | -3 | -3 | -5 | 2.7 | -0.9 | -3 | 6 | 0 | -12
> CC(C)c1nccn1S(=O)(=O)c1cc([N+](=O)[O-])ccc1Cl
→ 12 | 0 | -4 | 1 | -1.8 | 1.8 | -1 | -9 | 3 | -1
> CCCCCN1CC(=O)N2[C@@H](Cc3c([nH]c4ccccc34)C2(C)C)C1=O
→ -12 | 1 | 3 | -1 | 0.4 | -0.1 | -7 | 0 | 3 | 4
> O=[N+]([O-])c1cc(S(=O)(=O)N2CCOCC2)ccc1NS(=O)(=O)c1ccccc1
→ -11 | 1 | -7 | 46* | -2.1 | -0.8 | -1 | 4 | 3 | 6
> CS(=O)(=O)N1CCN(c2ccc([N+](=O)[O-])cc2C(F)(F)F)CC1
→ -6 | -4 | -2 | -4 | -59 | 0.2 | -2 | -1 | 2 | 8
> COc1ccccc1C=NNC(=O)NN=Cc1ccccc1OC
→ 10 | -2 | -4 | -4 | 1.6 | -0.8 | 2 | 4 | -3 | -4
> CC(=O)Oc1ccc(NC(=O)CCC2CCCCC2)c(C(=O)O)c1
→ -32 | -1 | 0 | 6 | 0.9 | -1.7 | 4 | 8 | -1 | 3
> O=C(Cc1n[nH]c(=O)c2ccccc12)OCC(=O)c1ccccc1
→ -18 | 2 | -1 | x | -1.1 | -2.9 | -4 | 15 | 5 | 1
> CCOC(=O)c1cnn(CC2CCCCC2)c1N
→ -8 | -2 | 7 | -1 | -0.8 | 0.2 | -1 | -1 | -1 | 7
> N#CCCn1cc(C(=O)Nc2ccccn2)c(-c2ccccc2)n1
→ 3 | -5 | 0 | -1 | 2.7 | 0.1 | 4 | 0 | -1 | 0
> O=C(CSc1cn(CC(=O)N2CCOCC2)c2ccccc12)N1CCOCC1
→ 1 | -4 | 3 | -3 | -2.3 | -4.3 | 1 | 23 | -1 | -2
> CCOC(=O)c1c(C#N)c(SCC(=O)Nc2ccc(OC)cc2)nc2c1CN(CC)CC2
→ -9 | -5 | 26 | -2 | 0.1 | 0.6 | -1 | -3 | 4 | -2
> Cc1ccccc1C(=O)Nc1ccnn1C1CCN(C2CCSCC2)CC1
→ 10 | 0 | 10 | 2 | 3.4 | 0.3 | 0 | -1 | -4 | -11
> Cc1cc(Cl)ccc1OC(C)C(=O)Nc1ccccc1N1CCOCC1 (configuration not stated)
→ -2 | 3 | 0 | -2 | 1.1 | 4.5 | 1 | -23 | 8 | 3
> CCCN1CCC(NC(=O)C2CCN(C(C)=O)CC2)CC1
→ 6 | -4 | -7 | -1 | 2.5 | -3.4 | -4 | 16 | -2 | -3
> COC(=O)c1ccc(CS(=O)(=O)c2ccc(C)cc2)o1
→ -26 | -3 | -2 | -4 | 4.0 | -3.8 | 6 | 17 | 7 | -2

From PubChem
